High-throughput results deposited in PubChem by several laboratories.
NS5 inhibitors – Dengue-2 NS5 methyltransferase inhibitors, primary screen, biochemical, confirmation dose response (AID 588689) | Genome polyprotein (Dengue virus type 2 (strain 16681-PDK53)) | Dengue-2 NS5 methyltransferase capping enzyme assay, biochemical; higher % means a stronger effect | inhibition, % at 25 µM, or IC50 in µM where a hit was titrated | hit rate 0.3% among 340,000; in the data active = a potency from the dose series
NTR1 agonist – agonists of NTR1, primary screen, imaging, U2OS cells, beta-arrestin-GFP, high content (AID 493036); hit rate 0.17% among 330,000; activation, % at 20 µM; NTR1-U2OS beta-arrestin-GFP spot imaging, agonist mode;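 active = activation at or above 40% of the spot to cytoplasm intensity ratio, with at least 20 cells analyzed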;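 note: 0% = DMSO without peptide and 100% = 100 nM NTR1 peptide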
Target sequence (P30989 whole entry, looked up): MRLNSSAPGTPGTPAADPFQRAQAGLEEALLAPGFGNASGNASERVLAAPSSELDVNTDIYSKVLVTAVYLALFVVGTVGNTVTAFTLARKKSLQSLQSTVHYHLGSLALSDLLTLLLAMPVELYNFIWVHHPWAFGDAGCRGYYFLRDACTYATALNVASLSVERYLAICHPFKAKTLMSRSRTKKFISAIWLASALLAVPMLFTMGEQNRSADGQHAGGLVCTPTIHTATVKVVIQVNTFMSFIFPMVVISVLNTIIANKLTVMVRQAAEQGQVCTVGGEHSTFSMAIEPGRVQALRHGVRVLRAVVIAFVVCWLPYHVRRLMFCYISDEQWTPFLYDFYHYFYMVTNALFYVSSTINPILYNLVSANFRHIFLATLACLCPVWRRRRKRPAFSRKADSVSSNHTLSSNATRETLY
UTI89 phage lysis – inhibition of K1F phage lysis, E. coli UTI89, bacterial capsule biogenesis inhibitors, alamar blue (AID 488966); inhibition, % at 100 µM; hits with a dose series show IC50 in µM; E. coli UTI89 K1F phage lysis, alamar blue, 2 h; higher % means a stronger effect; hit rate 0.02% among 340,000;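 active = phage lysis inhibition, versus mean bacterial control, above a set limit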;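 note: capsule biogenesis inhibitors block K1F phage lysis so surviving cells raise fluorescence; higher fluorescence means more inhibition of phage lysis; actives were called in the ten point dose series up to 300 µM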
NTR1 agonist cell count 20 µM – second read-out of NTR1 agonist, no call of its own (marks repeat the call); cell count; measured here: cell count, cytotoxicity flag
NS5 inhibitors pilot replicate – second read-out of NS5 inhibitors, no call of its own (marks repeat the call); inhibition, %; measured here: pilot screen replicate inhibition
* = called active by the depositor; [ ] = another dose, or the depositor's remark.

SMILES	NS5 inhibitors	NTR1 agonist	NTR1 agonist cell count 20 µM	UTI89 phage lysis	others
Cc1cccc(C)c1OCC(=O)Nc1cc(Cl)ccc1-n1cncn1	-10%	2.2	92	0.4%[50 µM]
O=C(CSc1nnc2ccc(-c3ccco3)nn12)Nc1ccccc1F	2%	0.2	57	0.3%[50 µM]
O=C(COC(=O)c1cnccn1)Nc1ccc(Cl)cc1C(F)(F)F	-1%	0.9	61	1.1%[50 µM]
CC(=O)NC12CC3CC(C1)CC(C(=O)Oc1ccc(N(C)S(=O)(=O)c4cc(C)ccc4C)cc1)(C3)C2	4%	16	35	0.0%[50 µM]
O=C(Nc1ccc(Cl)c(S(=O)(=O)N2CCCCC2)c1)c1cnccn1	8%	0.3	42	0.3%[50 µM]
CCc1ccc([C@@H]2CC=C(C(=O)O)CN2S(=O)(=O)c2ccc(C)cc2)cc1	0%	-0.7	93	-0.8%
C=CC[C@@H](CC(=O)N(CCO)Cc1ccccc1)C(=O)N[C@@H](COC(=O)[C@@H](CC=C)Cc1ccc(F)cc1)Cc1ccccc1	-5%	11	63	-1.5%
CC(=O)N1CCN(c2ccc(N)cc2)CC1	-5%	0.7	59	2.5%
COc1ccc(C(=O)NCCc2c[nH]c3ccccc23)cc1S(=O)(=O)N1CCCCC1C (configuration not stated)	-1%	3.9	50	0.5%[50 µM]
O=C(NC1CCN(Cc2ccccc2)CC1)c1cccc(S(=O)(=O)Nc2ccc(F)cc2)c1	-5%	-0.5	49	0.5%[50 µM]
CCOC(=O)C(C)Sc1snnc1C (configuration not stated)	-5%	-1.7	61	0.2%
Cc1ccc(OCC(=O)NC2CCSc3ccccc32)cc1 (configuration not stated)	3%	0.4	73	0.0%[50 µM]
O=C(NCC1CCCO1)c1ccccc1NS(=O)(=O)c1ccc(F)cc1 (configuration not stated)	3%	0.6	62	0.1%[50 µM]
C=C1CCN([C@@H](CC(C)C)C(=O)O)S(=O)(=O)c2ccccc21	-5%	1.0	88	1.3%
O=C(CSc1nc2ncc(Cl)cc2[nH]1)N1CCC(Cc2ccccc2)CC1	5%	1.6	51	0.5%[50 µM]
CCCCN(C(=O)C1=COCCO1)c1c(N)n(CCC)c(=O)[nH]c1=O	3%	-0.5	61	1.5%[50 µM]
O=S(=O)(c1ccccc1)c1nc(-c2ccc(Cl)cc2)oc1NCCCN1CCOCC1	-4%	-0.5	55	0.8%[50 µM]
Cc1cc(C)n2nc(SCC(=O)N3CCN(c4ccc(F)cc4)CC3)nc2n1	-7%	-1.9	37	0.8%[50 µM]
Cc1ccc(NC(=O)CSCC(=O)Nc2nnc(C3CC3)s2)cc1	4%	-1.2	61	-0.4%[50 µM]
Cc1ccc(S(=O)(=O)N2CCN(C(=O)COC(=O)CNC(=O)c3ccc(Cl)cc3Cl)CC2)cc1	5%	1.9	52	-0.1%[50 µM]

Next section (4 carried over from the part before).
SMILES	NS5 inhibitors	NTR1 agonist	NTR1 agonist cell count 20 µM	UTI89 phage lysis	others
O=S(=O)(c1ccccc1)c1nc(-c2ccc(Cl)cc2)oc1NCCCN1CCOCC1	-4%	-0.5	55	0.8%[50 µM]
Cc1cc(C)n2nc(SCC(=O)N3CCN(c4ccc(F)cc4)CC3)nc2n1	-7%	-1.9	37	0.8%[50 µM]
Cc1ccc(NC(=O)CSCC(=O)Nc2nnc(C3CC3)s2)cc1	4%	-1.2	61	-0.4%[50 µM]
Cc1ccc(S(=O)(=O)N2CCN(C(=O)COC(=O)CNC(=O)c3ccc(Cl)cc3Cl)CC2)cc1	5%	1.9	52	-0.1%[50 µM]
CCOC(=O)C1=C(COC(=O)CCCOc2ccccc2)NC(=O)NC1C (configuration not stated)	6%	-0.4	62	1.2%[50 µM]
Cc1cc(NC(=O)CSc2nc3[nH]c(=O)cc(O)c3s2)ccc1Br	4%	1.0	69	0.6%[50 µM]
CCN(CC(=O)Nc1cc(Cl)ccc1C)C(=O)CCOc1ccc(C)cc1	1%	-0.3	65	0.2%[50 µM]
CCOC(=O)C1=CNS(=O)(=O)NC1c1ccccc1 (configuration not stated)	2%	0.9	70	0.1%	NS5 inhibitors pilot replicate=4.5
O=C(Nc1ccccc1C(=O)NC1CC1)c1ccccc1	-10%	0.4	47	-0.3%[50 µM]
COc1ccc(-c2csc(NCCc3nc4cc(Cl)c(Cl)cc4n3CCCO)n2)cc1	-5%	6.3	100	0.9%
CC[C@]12c3[nH]c4cc(CCC(=O)N(C)C)ccc4c3CCN1C(=O)[C@@H](CC(=O)NCCCOC)C[C@@H]2C(=O)N1CCN(C(=O)c2ccco2)CC1	1%	0.8	56	0.5%
COc1cccc(C(CNC(=O)C2CCN(C(=O)Nc3ccccc3)CC2)N(C)C)c1 (configuration not stated)	-5%	0.3	76	0.8%[50 µM]
Cc1ccc(CNC(=O)COC(=O)c2ccc(S(=O)(=O)N3CCOCC3)cc2)cc1	2%	-1.2	54	0.3%
C[C@H](CO)N1C[C@H](C)[C@@H](CN(C)S(=O)(=O)c2ccccc2)Oc2ccc(NC(=O)C3CC3)cc2C1=O	-1%	-2.8	45	0.1%	NS5 inhibitors pilot replicate=-1.8
CC(C)N(C(=O)[C@H]1C[C@H](CC(=O)NC(C)(C)C)C(=O)N2CCc3c([nH]c4cc(CCC(=O)N(C)C)ccc34)[C@]12C)C(C)C	-3%	-2.4	42	0.0%	NS5 inhibitors pilot replicate=1.8
O=C(NCCCCNCCCNC(=O)c1ccccc1)c1ccccc1	-13%	-0.9	80	-0.3%
CC(C)(C)OC(=O)N1CCC(CC2CC(c3ccncc3)=NO2)(C(=O)O)CC1 (configuration not stated)	2%	-0.5	78	0.8%
C=CCN(c1ccccc1)S(=O)(=O)c1cccc(C(=O)NC2CCN(Cc3ccccc3)CC2)c1	-12%	0.9	57	0.8%[50 µM]
CC(=O)c1ccc(OCCCC(=O)N2CCN(S(=O)(=O)c3ccc(C)cc3C)CC2)cc1	-9%	1.6	52	1.1%[50 µM]
CN(C(=O)COC(=O)CNC(=O)c1sc2ccccc2c1Cl)C1CCS(=O)(=O)C1 (configuration not stated)	0%	0.8	68	-0.1%
CCCCCCN(CCCCCC)C(=O)Cc1c(-c2ccc(F)cc2)[nH]c2ccccc12	-1%	2.7	65	0.2%
Nn1c(COc2ccccc2F)nnc1SCC(=O)NC1CCS(=O)(=O)C1 (configuration not stated)	-1%	-0.2	60	1.4%[50 µM]
N#CCC(=O)Nc1ccc(C(=O)OCC(=O)c2ccc3c(c2)OCO3)cc1	1%	1.7	51	1.9%[50 µM]
C=CCn1c(SCC(=O)c2c(N)n(C3CC3)c(=O)[nH]c2=O)nnc1-c1ccccc1OC	-1%	-0.7	57	4.2%[50 µM]
CC(c1ccccc1)N(C)C(=O)CSc1nnc(C2CC2)n1C1CC1 (configuration not stated)	4%	0.6	69	0.7%[50 µM]
COc1ccc(OC)c(C2=CC(=O)C[C@H](c3ccc4c(c3)OCO4)C2)c1	-4%	0.6	51	-0.1%
O=C(CN1CCN(c2ccccn2)CC1)Nc1ccccc1C(=O)Nc1ccccc1	-9%	10	64	0.1%[50 µM]
CCOC(=O)C1=CC[C@@H](c2cc3ccc(OC)cc3n2C)N(S(=O)(=O)c2ccc(C)cc2)[C@H]1C(=O)OCC	-1%	0.3	69	1.2%
Cc1cc(NC(=O)Nc2ccc(Cl)c(Cl)c2)no1	-4%	2.9	59	2.3%
Cc1ccccc1Nc1nc(N)nc(COC(=O)c2c(C)noc2C)n1	-10%	2.4	58	-1.7%
CCN(CC(=O)Nc1c(F)cccc1F)C(=O)c1cc2ccccc2oc1=O	-1%	0.2	75	0.2%[50 µM]
CCOC(=O)c1nn(-c2ccc(F)cc2)c(=O)cc1OCC(=O)N1CCN(c2ccccc2)CC1	-4%	-1.4	52	0.6%[50 µM]
CC(OC(=O)c1ccc(Cl)c(S(N)(=O)=O)c1)C(=O)NCC1CCCCC1 (configuration not stated)	-3%	2.3	57	0.5%[50 µM]
CCN1C[C@@H]2[C@@H]3C(=O)N(Cc4ccccc4)C(=O)[C@@H]3[C@](CC)(C1=O)N2C(=O)c1ccc(C(F)(F)F)cc1	-1%	-0.2	51	1.0%
CC1CCCCC1NC(=O)CCS(=O)(=O)c1ccc(Cl)cc1 (configuration not stated)	-4%	2.3	52	1.1%[50 µM]
CSc1ccccc1NC(=O)c1ccc(N2CCCC2=O)cc1	-9%	1.5	46	1.9%[50 µM]
Cc1ccc(-c2nnc(N3CCN(C(=O)CN4C(=O)c5ccccc5C4=O)CC3)c3ccccc23)cc1	-1%	-1.0	90	-0.3%
O=C(CSc1nc(-c2ccco2)cc(C(F)(F)F)n1)NC1CCCCCCC1	2%	4.4	48	0.1%
Cc1csc(=O)n1CCC(=O)OCC(=O)NCc1ccc(F)cc1	-1%	0.9	49	1.7%[50 µM]
COc1ccc(CNC(=O)CN2CCN(S(=O)(=O)c3c(C)c(C)cc(C)c3C)CC2)cc1OC	9%	3.7	50	-0.5%[50 µM]
O=C(COC(=O)CCNS(=O)(=O)c1ccccc1)NC(=O)Cc1ccccc1	3%	0.2	75	0.9%[50 µM]
COc1ccc(-c2cc(C(=O)N3CCCCCC3)c3ccccc3n2)cc1	-3%	-0.9	41	-0.2%[50 µM]
COc1ccc(OC)c(NC(=O)COC(=O)/C=C/c2ccco2)c1	-7%	-0.1	65	0.9%[50 µM]
CCCC1CCc2[nH]nc(C(=O)NN)c2C1 (configuration not stated)	-5%	-4.0	83	-3.8%
Cc1ccc(C(=O)N2CCN(c3ncnc4c3cnn4-c3ccccc3)CC2)cc1	-8%	22	51	-0.3%
O=C(N[C@H]1C/C=C\C[C@H](CC(=O)N(CCO)Cc2ccccc2)C(=O)N[C@@H](c2ccccc2)COC1=O)OCC1c2ccccc2-c2ccccc21	-2%	-0.9	65	2.4%
CCOC(=O)C1CCCN(S(=O)(=O)CCNC(=O)c2ccccc2)C1 (configuration not stated)	-9%	1.2	58	0.8%[50 µM]
Cc1cc(C(=O)COc2ccc(C#N)cc2)c(C)n1C1CC1	0%	-1.2	68	-0.9%
COc1cccc(CNS(=O)(=O)c2cc3c4c(c2)CCC(=O)N4CCC3)c1	-6%	-0.5	50	0.4%[50 µM]
Cc1cc(C(=O)Nc2cc(S(C)(=O)=O)ccc2Cl)no1	-4%	-1.3	63	1.1%[50 µM]
O=C(OCC(=O)N1CCCCCC1)c1ccc[nH]c1=O	4%	-1.3	65	0.6%[50 µM]
COc1ccccc1Nc1cc2cc(Br)ccc2c(=O)[nH]1	-2%	2.3	90	-0.7%
COc1ccc(S(=O)(=O)N2CCN(c3cnccn3)CC2)cc1	-2%	-0.3	62	-1.6%
O=C(CN1C(=O)NC2(CCCC2)C1=O)OCCOc1cccc(Br)c1	0%	-1.7	58	1.2%[50 µM]
CCN(CC(=O)Nc1c(F)cccc1F)C(=O)c1ccc2c(c1)NC(=O)C(C)S2 (configuration not stated)	-3%	0.0	59	1.0%[50 µM]
O=S(=O)(c1ccc(C(F)(F)F)cc1)N1CCN(CCOc2ccccc2)CC1	4%	0.0	61	-0.5%[50 µM]
Cc1cc(C)cc(NC(=O)COC(=O)Cn2cnc3c2c(=O)n(C)c(=O)n3C)c1	1%	4.6	57	0.2%[50 µM]
Cc1ccc(S(=O)(=O)N2CCN(C(=O)Cn3nc(C)c([N+](=O)[O-])c3C)CC2)cc1	-9%	-1.3	48	0.5%[50 µM]
Cc1ccc(S(=O)(=O)N(C)CC(=O)OCC(=O)NCCN2C(=O)CSC2=O)cc1	6%	1.7	42	1.1%[50 µM]
CC(Oc1cccnc1[N+](=O)[O-])C(=O)Nc1ccc(Cl)cn1 (configuration not stated)	-4%	-0.9	54	-0.1%[50 µM]
O=C(CCNC(=O)c1ccco1)NCCN1C(=O)S/C(=C\c2ccc(F)cc2)C1=O	4%	2.2	60	0.8%[50 µM]
COc1ccc(CCC(=O)OCC(=O)N2CCN(S(=O)(=O)c3ccc(C)cc3C)CC2)cc1	-4%	-0.8	54	0.0%[50 µM]
COc1ccc2sc(-c3ccc(SC)cc3)c(C#CC(C)(C)O)c2c1	-2%	23	63	-0.8%
Cc1c(C(=O)N2CCOCC2)oc2ccccc12	2%	-0.6	54	1.8%[50 µM]
COC(=O)C1=C(C(=O)OC)[C@@H]2Nc3ccccc3[C@@]23C[C@@H](C(=O)OC)N(C(=O)COCc2ccccc2)C3=N1	0%	-0.9	107	0.3%
CC(=O)Nc1ccc(C(=O)OCC(=O)Nc2ccc(S(=O)(=O)N3CCOCC3)cc2)cc1	-5%	1.9	58	-1.3%

Retrieved one by one from the entries so far (3):
SMILES	NS5 inhibitors	NTR1 agonist	NTR1 agonist cell count 20 µM	UTI89 phage lysis	others
O=C(N[C@H]1C/C=C\C[C@H](CC(=O)N(CCO)Cc2ccccc2)C(=O)N[C@@H](c2ccccc2)COC1=O)OCC1c2ccccc2-c2ccccc21	-2%	-0.9	65	2.4%
Cc1cc(C(=O)COc2ccc(C#N)cc2)c(C)n1C1CC1	0%	-1.2	68	-0.9%
O=C(CCNC(=O)c1ccco1)NCCN1C(=O)S/C(=C\c2ccc(F)cc2)C1=O	4%	2.2	60	0.8%[50 µM]

A portion of the library. The share of hits here may be higher or lower than overall.
